High-throughput results as filed in PubChem BioAssay.
MITF TRPM1 HTS – activators of MITF-driven TRPM1 promoter activity in SK-MEL-5 cells. AID 588334. 0.75% of 300,000 active. activation, % at 12.5 µM. SK-MEL-5 TRPM1-promoter luciferase, 24 h; % of positive control, neutral wells = 0;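 active means mean activation of at least 80% with every replicate also reaching 80%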;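 further: 0% = neutral control wells and 100% = parthenolide positive control wells; values of inactives mirror those of a sister screen read the other way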
AddAB inh – less growth of phage-infected E. coli with AddAB. E. coli expressing H. pylori AddAB, absorbance growth. inhibition, % at 11.9 µM. 0.29% of 330,000 active; in the data active means inhibition above about 12%;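 further: 0% = vehicle wells of infected cells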
SR-BI DiI inh – blocks mouse SR-BI lipid uptake from DiI-HDL | ldlA[mSR-BI] CHO cells, DiI-HDL uptake fluorescence, 3 h | AID 488896 | Q61009 | inhibition, % at 12.5 µM | 0.96% of 320,000 active;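 active means mean replicate inhibition of at least 70% and a set share of replicates each scoring 70 or more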;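 further: 0% = median of neutral control wells and 100% = median of positive control wells; values of inactives mirror those of a sister screen read the other way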
Target sequence (Q61009 whole entry, looked up): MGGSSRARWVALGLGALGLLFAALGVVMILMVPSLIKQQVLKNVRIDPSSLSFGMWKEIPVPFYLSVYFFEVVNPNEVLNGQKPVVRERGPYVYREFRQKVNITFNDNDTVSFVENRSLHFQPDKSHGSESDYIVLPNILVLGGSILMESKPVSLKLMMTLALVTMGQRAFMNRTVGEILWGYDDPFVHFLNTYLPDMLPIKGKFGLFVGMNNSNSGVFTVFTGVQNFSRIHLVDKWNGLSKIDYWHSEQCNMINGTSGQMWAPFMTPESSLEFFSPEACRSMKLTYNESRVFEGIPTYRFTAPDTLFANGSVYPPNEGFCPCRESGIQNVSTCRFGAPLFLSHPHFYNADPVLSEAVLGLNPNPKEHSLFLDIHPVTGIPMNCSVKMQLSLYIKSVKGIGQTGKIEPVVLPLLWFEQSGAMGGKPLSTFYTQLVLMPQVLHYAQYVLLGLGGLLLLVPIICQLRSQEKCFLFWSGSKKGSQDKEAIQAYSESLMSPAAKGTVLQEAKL
phage Ecoli inh – E. coli growth loss with phage present; inhibition, % at 11.9 µM; 0.26% of 360,000 active; growth absorbance; in the data active means inhibition above about 11%
SR-BI uptake up – SR-BI HDL lipid transfer activation. AID 504775. activation, % at 12.5 µM. 0.096% of 320,000 active. CHO ldlA[mSR-BI] cells, DiI-HDL uptake fluorescence, 3 h; 100 = double the neutral-control signal;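 active means mean replicate activation of at least 60% and every replicate at or above 60%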;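 further: 0% = median plate neutral-control signal and 100% = twice that signal; values of inactives mirror those of a sister screen read the other way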
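Assay system: LDL receptor-deficient CHO ldlA cells overexpressing murine SR-BI / Medium: BSA-supplemented, HEPES-buffered Ham's F12, pH 7.4 / Probe or stimulus: DiI-labelled HDL at 10 µg/mL final / Timing: compound with DiI-HDL co-incubation, 3 h at 37 °C / Technique: bottom-read cell fluorescence after medium removal, ex 550/em 595 nm / Measure: HDL uptake via cellular fluorescence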
CAL PDZ FP-1 – inhibitors of human CAL PDZ peptide binding; AID 602252; 0.92% of 300,000 active; purified CAL PDZ, TMR-peptide fluorescence polarization, 1 h; inhibition, % at 24.9 µM; Q9HD26;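 active means mean inhibition of at least 30% with at least half of replicates also reaching 30%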;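 further: 0% = DMSO neutral control and 100% = excess unlabeled competitor peptide PRC23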
CAL PDZ FP-2 – blocks peptide binding to human CAL PDZ domain; Q9HD26; 0.02% of 330,000 active; AID 504414; inhibition, % at 20 µM; purified CAL PDZ, TMR-peptide fluorescence polarization, 1 h;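 active means highest replicate inhibition of at least 40%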;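 further: plate controls were DMSO neutral control wells for no effect and unlabeled competitor peptide control wells for full effect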
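Read-out basis: mP drop reported as inhibition | Assay system: Tagged CAL PDZ protein CerCALP, purified | Benchmarks: Unlabelled peptide for full inhibition, DMSO wells as neutral | Schedule: 1 h incubation at room temperature before polarization reading | Buffer or medium: Sodium phosphate/NaCl buffer pH 7.4 with TCEP, IgG, Thesit | Doses: Single point, 20 µM | Measured by: Fluorescence polarization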
Tat transport – E. coli Tat transport inhibition | E. coli MC4100 TorA-mCherry Tat export, fluorescence | inhibition, % at 10 µM | 0.036% of 340,000 active;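 active means mean replicate inhibition at least 50% and at least half of replicates individually reaching 50%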;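 further: exported cargo escapes ClpAP degradation while cytoplasmic cargo is degraded and loses fluorescence; 0% = median of neutral control wells and 100% = median of NaSCN control wells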
E coli growth – counter-screen for AddAB inhibitors: E. coli growth inhibition; 0.27% of 330,000 active; E. coli V3065 growth, OD600 absorbance, 18 h; inhibition, % at 11.9 µM;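 active means inhibition above the campaign's mean inhibition across all tested compounds plus 3 SD, cut at about 9.9% in these data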;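 further: uninfected addAB+ strain grown without phage in ampicillin broth; 0% = DMSO wells and 100% = ciprofloxacin 0.95 µg/ml wells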
Wnt act – Wnt/beta-catenin pathway activation; Wnt/beta-catenin reporter cell assay, activator, plate reader; activation, % at 9.35 µM; 1.2% of 300,000 active; AID 743398; in the data active means activation above about 30%, passing the limit was not always enough;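 further: 0% = neutral control wells and 100% = positive control wells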
Numbers without * were called inactive; x = not tested or not shown.

SMILES	MITF TRPM1 HTS	AddAB inh	SR-BI DiI inh	phage Ecoli inh	SR-BI uptake up	CAL PDZ FP-1	CAL PDZ FP-2	Tat transport	E coli growth	Wnt act
COc1ccc(CC(=O)OC(C)CN2CCCCC2)cc1 (stereo not drawn)	-2	3.9	-11	4.0	11	-4	0.9	1	3.0	-1
Cc1cc(=O)oc2c3c(cc(OCC(=O)NCCN4CCOCC4)c12)OC(C)(C)CC3	-4	3.2	49	-1.4	-49	-2	-0.3	6	-0.2	-1
CCOC(=O)c1ccc(S(=O)(=O)n2c(CN3CCCCC3)nc3ccccc32)cc1	x	1.5	-7	3.6	7	-3	-3.2	7	0.7	2
O=C(O)Cc1ccc(C(=O)c2ccc(Cl)cc2)s1	8	0.5	13	0.5	-13	3	-1.5	0	-2.2	0
CCNC(=O)Cc1ccc(S(=O)(=O)N2CCOCC2)s1	-3	-0.2	1	4.8	-1	-2	-1.1	4	-1.6	-2
CCC(C(=O)NC1CCCCC1)N(Cc1cccs1)C(=O)c1snc(C(N)=O)c1N (stereo not drawn)	-7	3.3	-1	2.4	1	5	-0.6	1	2.2	-2
CC1=CC2(C#N)C3(N=C(N)C2(C#N)C(c2ccccc2)N1)OCCO3 (stereo not drawn)	-2	x	-7	2.5	7	-1	-1.1	-15	x	1
COc1ccc(/C=N/NC(=O)C(C)Sc2ccccn2)cc1[N+](=O)[O-] (stereo not drawn)	-3	-1.3	-3	1.0	3	-3	-2.7	-1	-1.2	0
Cc1cccc(CSc2nc3c(c(=O)n2C)SCC3)c1	-16	0.3	46	0.1	-46	-19	-0.9	3	3.8	-1
CN(C)c1c(-c2ccccc2)cc(-c2ccccc2)[nH]c1=O	12	x	-6	1.7	6	-6	-1.7	-4	x	2
Cc1cc(Nc2ccccc2C(=O)O)n(-c2ccc([N+](=O)[O-])cc2)n1	-14	4.1	-5	0.0	5	0	0.4	-11	0.2	2
COc1cccc(CN2CC(C(=O)NCCOc3ccccc3F)CCC2=O)c1 (stereo not drawn)	4	2.7	6	0.0	-6	-1	-1.3	-4	1.9	0
COc1ccccc1-c1nc(COc2ccc(Cl)cc2Cl)no1	149*	3.5	18	2.5	-18	0	0.0	11	-0.3	54*
CCC(=O)NC(Nc1sc2c(c1C(=O)OC)CCC2)C(Cl)(Cl)Cl (stereo not drawn)	5	3.6	61	2.4	-61	0	-2.1	10	-1.1	-2
CN(C(=O)OC(C)(C)C)c1ccc(-c2nc3ccccc3s2)cc1	-94	1.9	40	2.3	-40	0	-0.3	3	-1.0	-20
O=C(CSc1nc(Nc2ccccc2)nc(N2CCOCC2)n1)N1CCc2ccccc21	28	0.3	4	3.4	-4	-8	x	-9	0.9	x
Cn1ccc(C(=O)Nc2sc3c(c2C#N)CCC3)n1	-2	1.0	9	0.2	-9	-2	-2.3	2	-2.2	0
Cc1ccc(NS(=O)(=O)c2ccc3c(c2)n(C)c(=O)n3C)c(C)c1	x	-1.6	29	2.6	-29	-6	-0.6	-12	-1.7	2
COCc1cc(C)n(CC(=O)Nc2ccc3c(c2)OCO3)c(=O)c1C#N	2	3.5	-12	3.6	12	-6	-1.3	12	-0.8	0
O=C(COC(=O)C1CCN(C(=O)c2ccc(Cl)cc2)CC1)c1ccco1	-8	0.5	9	2.0	-9	-4	-1.7	-12	-2.3	-2
CCOC(=O)N1CCN(S(=O)(=O)c2cc(OCC(N)=O)c(C)cc2Cl)CC1	-13	-0.4	-5	-1.4	5	0	-1.2	5	0.8	-2
O=C(NCCc1csc(-c2cccnc2)n1)c1ccccc1	15	-1.6	-3	1.4	3	-2	0.3	2	0.4	-1
Cc1cccc(N2CCN(C(=O)Cc3ccc(-n4c(=O)[nH]c5ccsc5c4=O)cc3)CC2C)c1 (stereo not drawn)	15	1.7	-7	3.4	7	2	-0.5	-4	0.3	0
CCCCS(=O)CC(O)COCC (stereo not drawn)	-4	1.2	-31	1.1	31	-3	-2.8	-4	0.4	x
Cc1csc2ncnc(N3CCN(C(=S)Nc4ccc(F)cc4F)CC3)c12	x	-2.2	x	4.2	x	x	x	x	-2.6	-4
Fc1ccc(CN2C3=NCCCN3c3ccccc32)cc1	4	1.9	-28	4.8	28	-1	-3.1	-7	1.0	-1
CCN(CC)C(=O)CSc1ncnc2sc(-c3ccccc3)cc12	x	4.9	42	2.0	-42	0	-5.1	6	0.4	x
COc1ccc(-n2nnnc2SCC(=O)c2cccc(OC)c2)cc1	13	3.5	x	-0.6	x	-1	-1.7	5	-0.1	2
Cc1c(NC(=O)c2ccc(-c3ccccc3)cc2)cccc1C(=O)O	-15	1.1	-18	1.9	18	-5	-0.2	3	-1.2	12
CCOC(=O)c1cnc2c(cnn2C)c1NCCCn1ccnc1	4	-2.2	-11	0.9	11	3	0.6	-10	-2.8	-1

Ordered by heavy-atom count (highest first): part of the list above.
SMILES	MITF TRPM1 HTS	AddAB inh	SR-BI DiI inh	phage Ecoli inh	SR-BI uptake up	CAL PDZ FP-1	CAL PDZ FP-2	Tat transport	E coli growth	Wnt act
Cc1cccc(N2CCN(C(=O)Cc3ccc(-n4c(=O)[nH]c5ccsc5c4=O)cc3)CC2C)c1 (stereo not drawn)	15	1.7	-7	3.4	7	2	-0.5	-4	0.3	0
O=C(CSc1nc(Nc2ccccc2)nc(N2CCOCC2)n1)N1CCc2ccccc21	28	0.3	4	3.4	-4	-8	x	-9	0.9	x
O=C(NCCc1csc(-c2cccnc2)n1)c1ccccc1	15	-1.6	-3	1.4	3	-2	0.3	2	0.4	-1

More compounds follow:
SMILES	MITF TRPM1 HTS	AddAB inh	SR-BI DiI inh	phage Ecoli inh	SR-BI uptake up	CAL PDZ FP-1	CAL PDZ FP-2	Tat transport	E coli growth	Wnt act
CCOc1cc(NC(=O)C2CC2)c(OCC)cc1NC(=O)CCn1nnc2ccccc21	-5	2.3	3	2.7	-3	4	-0.8	2	2.5	0
CCC(C)(C)NC(=O)CN(Cc1ccc(F)cc1)C(=O)CCC(=O)Nc1ccccn1	-5	2.7	x	-1.9	x	-5	-1.8	-15	0.6	-1
O=C(Nc1cccc(S(=O)(=O)N2CCOCC2)c1)c1ccc(Cl)nc1	-15	1.0	69	0.2	-69	0	-2.0	-2	0.5	-2
CCNC(=O)C(=O)NCC1OCCCN1S(=O)(=O)c1ccc(F)cc1C (stereo not drawn)	-1	2.1	10	2.6	-10	3	-2.0	0	0.4	-2
COc1ccccc1OCc1cc(C(=O)N(C)CCC2CCCCO2)no1 (stereo not drawn)	52	0.8	6	0.9	-6	0	-1.4	10	0.6	20
CC1CN(C(=S)Nc2cccc([N+](=O)[O-])c2)CC(C)O1 (stereo not drawn)	3	x	10	-1.0	-10	-1	-2.9	-4	x	1
COC1(OC)N=C(N)C2(C#N)C(c3ccc(C)cc3)C12C#N (stereo not drawn)	-6	3.9	-10	-0.3	10	-2	-0.4	7	0.3	x
O=C(NNC(=O)C12CC3CC(CC(C3)C1)C2)c1cnccn1	-1	-7.9	-13	-2.6	13	1	-2.6	1	-11	-5
Cc1nnc2n(c1=O)C(CS(=O)(=O)c1ccccc1)CS2 (stereo not drawn)	3	2.4	6	4.5	-6	-4	-0.3	7	1.5	x
O=c1cc(O)c2c(=O)n(-c3ccccc3)c3ccccc3c2o1	x	3.7	0	1.4	0	x	-0.8	-6	1.0	0
CC1CCCC(C)N1CCNC(=O)Cn1nc(-c2ccccc2)ccc1=O (stereo not drawn)	3	-1.8	-3	0.4	3	0	-2.6	-3	-3.0	-3
O=C(N/N=C/c1ccc(N2CCCC2)c([N+](=O)[O-])c1)c1cccnc1	8	4.1	-12	2.3	12	2	-12	-1	1.6	-2
O=C(O)C1CCC(Cn2c(SCc3cc(=O)n4cc(Br)ccc4n3)nc3ccsc3c2=O)CC1 (stereo not drawn)	-5	0.7	-21	2.1	21	-3	-0.5	-7	-0.5	-1
O=C(OC1CCCCC1)c1ccc(NC(=O)C2CCCCC2)cc1	14	3.9	28	-0.1	-28	-2	x	10	1.9	x
COC(=O)c1ccc(C2/C(=C(\O)c3cccc(OC)c3)C(=O)C(=O)N2CCCN2CCOCC2)cc1 (stereo not drawn)	-4	5.2	-23	2.5	23	-5	-3.6	-6	0.8	-1

Some of the entries so far, in CSV form.
structure,MITF TRPM1 HTS,AddAB inh,SR-BI DiI inh,phage Ecoli inh,SR-BI uptake up,CAL PDZ FP-1,CAL PDZ FP-2,Tat transport,E coli growth,Wnt act
CCOC(=O)N1CCN(S(=O)(=O)c2cc(OCC(N)=O)c(C)cc2Cl)CC1,-13,-0.4,-5,-1.4,5,0,-1.2,5,0.8,-2
CCC(C(=O)NC1CCCCC1)N(Cc1cccs1)C(=O)c1snc(C(N)=O)c1N (stereo not drawn),-7,3.3,-1,2.4,1,5,-0.6,1,2.2,-2
Cc1cccc(N2CCN(C(=O)Cc3ccc(-n4c(=O)[nH]c5ccsc5c4=O)cc3)CC2C)c1 (stereo not drawn),15,1.7,-7,3.4,7,2,-0.5,-4,0.3,0
CN(C(=O)OC(C)(C)C)c1ccc(-c2nc3ccccc3s2)cc1,-94,1.9,40,2.3,-40,0,-0.3,3,-1.0,-20
CCOC(=O)c1ccc(S(=O)(=O)n2c(CN3CCCCC3)nc3ccccc32)cc1,x,1.5,-7,3.6,7,-3,-3.2,7,0.7,2
CCNC(=O)Cc1ccc(S(=O)(=O)N2CCOCC2)s1,-3,-0.2,1,4.8,-1,-2,-1.1,4,-1.6,-2

One compound at a time, as listed above. Order of screens: MITF TRPM1 HTS, AddAB inh, SR-BI DiI inh, phage Ecoli inh, SR-BI uptake up, CAL PDZ FP-1, CAL PDZ FP-2, Tat transport, E coli growth, Wnt act
O=C(OC1CCCCC1)c1ccc(NC(=O)C2CCCCC2)cc1 is listed as 14, 3.9, 28, -0.1, -28, -2, x, 10, 1.9, x
COC(=O)c1ccc(C2/C(=C(\O)c3cccc(OC)c3)C(=O)C(=O)N2CCCN2CCOCC2)cc1 (stereo not drawn) is listed as -4, 5.2, -23, 2.5, 23, -5, -3.6, -6, 0.8, -1

More entries:
SMILES	MITF TRPM1 HTS	AddAB inh	SR-BI DiI inh	phage Ecoli inh	SR-BI uptake up	CAL PDZ FP-1	CAL PDZ FP-2	Tat transport	E coli growth	Wnt act
O=[N+]([O-])c1cc(Cl)c(O)c2ncccc12	-24	x	-11	44*	11	1	0.3	-1	x	1
O=C(COC(=O)CCOc1ccccc1)Nc1ncc(Cl)cc1Cl	0	2.7	-21	-0.3	21	-5	-0.4	-2	1.4	x
CC(C)OCCCNC(=O)c1ccc(CS(=O)(=O)c2cccc(C(F)(F)F)c2)o1	-3	-2.9	2	-2.6	-2	1	-1.8	2	1.3	0
Cn1cnc2c1c(=O)n(Cc1ccc(F)cc1Cl)c(=O)n2C	-1	0.6	-18	2.8	18	-3	0.1	1	-2.5	x
Cc1ccc(N2C(=O)CC(NNC(=O)Cc3ccc(F)cc3)C2=O)cc1Cl (stereo not drawn)	19	-2.3	-5	-2.1	5	5	-1.6	-6	0.0	7
